Source: PubChem BioAssay
CIT2-GFP yeast: modulators of TOR pathway CIT2-GFP in S. cerevisiae; GFP response vs DMSO, % at 10 µM; S. cerevisiae CIT2-GFP strain, flow cytometry, 3 h; 100 means same as DMSO wells; 0.065% of 320,000 active;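 active = GFP response relative to DMSO above a set limit, near the screen mean plus 3 SD, cut at about 150% in these data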;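 also: ratio of well median GFP fluorescence to mean of DMSO wells on the plate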
CR mimetic SO: yeast age-related superoxide inhibition as caloric restriction mimetic; AID 2690; S. cerevisiae aged cells, superoxide DHE fluorescence; hits give low values; 0.18% of 330,000 active; superoxide response (% of plate mean), % at 10 µM;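 active = superoxide response under a set limit, about three screen SD below normal, cut at about 65% in these data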;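 also: yeast aged for seven days with compound at 30 °C before DHE staining; 100% = average MFI of all compound-treated wells on the plate with controls excluded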
VLA-4 inh: inhibition in a human VLA-4 binding assay | VLA-4 expressing cells, ligand binding flow cytometry | inhibition, % (about 7 µM as worked out from the volumes in the protocol) | 0.2% of 330,000 active | AID 2557; in the data active = inhibition above about 50%
Target sequence (P13612 whole entry, looked up): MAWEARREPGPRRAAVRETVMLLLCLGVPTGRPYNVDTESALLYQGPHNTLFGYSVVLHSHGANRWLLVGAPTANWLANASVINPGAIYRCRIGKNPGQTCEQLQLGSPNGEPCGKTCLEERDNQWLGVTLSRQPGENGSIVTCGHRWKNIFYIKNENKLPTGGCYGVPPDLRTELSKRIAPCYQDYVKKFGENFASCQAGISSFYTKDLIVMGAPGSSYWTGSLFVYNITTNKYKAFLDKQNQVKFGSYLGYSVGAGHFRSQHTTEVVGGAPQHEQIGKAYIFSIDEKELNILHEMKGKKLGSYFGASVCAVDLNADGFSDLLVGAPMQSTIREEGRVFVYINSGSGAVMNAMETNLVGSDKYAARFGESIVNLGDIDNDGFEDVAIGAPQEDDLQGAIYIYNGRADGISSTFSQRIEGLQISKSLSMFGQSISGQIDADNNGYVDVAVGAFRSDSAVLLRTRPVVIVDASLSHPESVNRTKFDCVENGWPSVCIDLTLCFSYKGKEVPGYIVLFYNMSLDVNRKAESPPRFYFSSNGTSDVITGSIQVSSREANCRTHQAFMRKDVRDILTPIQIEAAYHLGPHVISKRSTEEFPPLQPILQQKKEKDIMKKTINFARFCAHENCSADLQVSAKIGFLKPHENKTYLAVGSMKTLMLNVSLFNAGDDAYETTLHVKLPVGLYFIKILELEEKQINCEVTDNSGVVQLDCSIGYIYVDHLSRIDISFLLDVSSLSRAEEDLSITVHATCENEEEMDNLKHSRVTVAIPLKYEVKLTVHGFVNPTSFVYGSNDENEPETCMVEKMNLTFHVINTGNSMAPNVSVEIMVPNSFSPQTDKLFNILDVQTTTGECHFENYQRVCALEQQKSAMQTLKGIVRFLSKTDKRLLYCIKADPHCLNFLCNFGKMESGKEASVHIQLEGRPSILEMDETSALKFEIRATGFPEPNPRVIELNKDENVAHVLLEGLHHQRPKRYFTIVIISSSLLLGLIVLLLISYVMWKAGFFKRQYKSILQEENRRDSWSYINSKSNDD
RPL19A TOR yeast: modulators of TOR pathway RPL19A-GFP in S. cerevisiae; S. cerevisiae RPL19A-GFP strain, flow cytometry, 3 h; hits give low values; percent response vs DMSO, % at 10 µM; 0.3% of 330,000 active; AID 2025;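 active = percent response vs DMSO below 50%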;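 also: median channel GFP fluorescence of the barcoded RPL19A-GFP strain; ratio of sample median GFP to plate DMSO average so 100% = DMSO; lower means less RPL19A-GFP as with rapamycin TOR inhibition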
GRK2 aptamer HTS: inhibitors of human GRK2 displacing RNA aptamer. P25098. bead flow cytometry, FAM-aptamer displacement from GRK2. inhibition of aptamer binding, % at 10 µM. 0.59% of 330,000 active;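 active = inhibition of aptamer binding above 40%, roughly 3 SD of noise, on plates passing a quality check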;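 also: median bead fluorescence of bound FAM aptamer so fluorescent compounds give negative values; no value below 0 was filed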
AGP1-GFP MLPCN: yeast TOR pathway AGP1-GFP modulation. GFP response vs DMSO, % at 10 µM. S. cerevisiae AGP1-GFP multiplex flow cytometry, 3 h; GFP as percent of DMSO wells. 0.02% of 320,000 active;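 active = GFP response relative to DMSO above a set limit, near screen average plus 3 SD, cut at about 150% in these data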;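 also: median GFP channel fluorescence of the gated AGP1 strain per well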
LAP4 TOR yeast: alters LAP4-GFP fluorescence in TOR pathway yeast screen; S. cerevisiae LAP4-GFP multiplex, flow cytometry GFP, 3 h; median GFP as percent of DMSO wells; GFP response vs DMSO, % at 10 µM; 0.34% of 320,000 active; AID 2023;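 active = GFP response vs DMSO above a set limit, about the screen mean plus 3 SD, cut at about 150% in these data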
MEP2-GFP yeast: yeast TOR pathway MEP2-GFP modulation; GFP response vs DMSO, % at 10 µM; AID 2016; S. cerevisiae MEP2-GFP strain, flow cytometry GFP, 3 h; 100% = DMSO control level; 0.51% of 330,000 active;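 active = GFP response versus DMSO above a set limit, roughly screen mean plus 3 SD, cut at about 180% in these data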;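 also: median GFP fluorescence of the barcode-gated MEP2-GFP cells per well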
* hit, by the source's call; i = inactive; nt = no result given; [ ] = remark or other dose.

SMILES	CIT2-GFP yeast	CR mimetic SO	VLA-4 inh	RPL19A TOR yeast	GRK2 aptamer HTS	AGP1-GFP MLPCN	LAP4 TOR yeast	MEP2-GFP yeast
CNCCOc1ccccc1C(C)(C)C	100.7	90.8	2.3	96.1	0.0	93.2	88.2	89.3
c1ccc(-c2noc(CSc3nnnn3C3CCCCC3)n2)cc1	92.2	105.8	-2.8	100.7	0.0	96.7	101.8	108.0
CCOC(=O)Cc1csc(SCC(=O)Nc2nccs2)n1	84.8	93.0	12.8	94.0	2.0	98.6	96.9	98.8
COc1ccc(C(C)(C)C)cc1NC(=O)C1CC=CCC1C(=O)O (stereo unspecified)	102.0	91.7	2.6	98.2	2.0	100.8	98.7	102.5
CC(C)Oc1cc(NC(=O)CS(=O)CC(=O)Nc2cccc(C(F)(F)F)c2)c(Cl)cc1Cl (stereo unspecified)	95.4	138.2	-6.7	102.6	1.0	98.3	98.2	102.3
O/N=C1\CC/C(=N\O)c2nn(-c3ccc(Cl)cc3Cl)nc21	103.9	97.0	7.7	99.0	0.0	102.7	92.7	98.7
Cc1ccc(C)c(Cn2nnc3c(=O)[nH]c(C4CCCN(C(=O)C5CCC5)C4)nc32)c1 (stereo unspecified)	91.5	115.2	-4.3	96.2	1.0	95.9	99.0	99.8
O=C(CCc1nc2sc3c(c2c(=O)[nH]1)CCCC3)NCCc1ccc(F)cc1	103.0	89.8	-6.9	99.8	1.0	100.3	101.7	102.9
CCC(C)(C(=O)Nc1ccc(OC)cc1)N(C)C(=O)Cn1nnnc1N (stereo unspecified)	105.4	110.0	-10.6	100.2	0.0	99.4	98.9	94.7
CCCC(=O)c1cc2ccccc2oc1=O	96.4	96.3	9.7	100.6	1.0	96.6	102.6	100.8
COc1ccccc1N1CCN(C/C(C)=C/c2ccccc2)CC1	92.7	106.1	-6.1	98.3	6.0	96.5	98.5	101.4
Cc1cc(=O)[nH]c(CN2CCOCC2)n1	nt	106.8	13.9	90.5	3.0	89.8	86.9	97.8
O=C(Nc1ccc(Cl)c([N+](=O)[O-])c1)C(Sc1ccccc1)c1ccccc1 (stereo unspecified)	103.5	93.5	4.5	92.7	0.0	104.1	110.0	96.3
O=C(O)C(=O)/C(=C\c1ccsc1)c1ccc2ccccc2n1	101.2	103.6	0.8	106.2	2.0	101.0	117.4	111.3
Cc1ccc(S(=O)(=O)NCc2cccnc2)cc1C	94.9	101.2	15.3	99.2	2.0	96.6	100.1	98.8
CN(C(=O)c1cccnc1)c1nnc(-c2cccnc2)s1	91.9	103.1	-2.6	96.3	0.0	96.2	95.8	93.4
CCN(c1ccccc1)S(=O)(=O)c1ccc(OC)c(N=N/C(C(=O)Nc2ccccc2)=C(/C)O)c1	88.0	112.6	1.5	76.1	0.0	88.3	90.8	112.9
C(=N\Nc1ccccn1)/c1c[nH]c2ccccc12	103.5	104.3	5.8	68.0	4.0	26.9	114.6	206.5*
Cc1cc(CSc2ccccc2)ccc1NC(=O)c1ccc(Cl)c([N+](=O)[O-])c1	112.9	100.5	-8.7	116.8	3.0	118.6	121.3	112.1
CN(Cc1ccccc1)C(=S)NC(=O)c1ccc(-c2ccccc2)cc1	103.8	104.5	5.8	106.5	2.0	108.2	96.8	106.0
O=C(Nc1cccnc1)c1cn(-c2ccccc2)nc1-c1cccs1	97.3	82.6	0.2	95.9	0.0	96.2	104.8	98.3
CN(C)CCN(C(=O)c1ccc(S(=O)(=O)N(C)c2ccccc2)cc1)c1nc2ccc(Cl)cc2s1	87.4	93.2	15.2	90.8	0.0	92.5	94.0	90.3
Cc1ccc(N(CC(O)CN(C)C)S(=O)(=O)c2ccccc2)cc1 (stereo unspecified)	99.4	99.1	4.0	100.4	0.0	103.5	97.6	97.7
CSc1ncc(CN2CCCC(C(=O)Nc3ccc(-c4ccco4)cc3)C2)cn1 (stereo unspecified)	101.3	114.3	9.8	97.1	0.0	98.6	93.7	93.7
CN1C(=O)/C(=C/c2ccccc2Cl)Sc2ccc(C(=O)N3CCCC3)cc21	88.1	140.8	-0.3	96.3	2.0	92.7	119.6	101.0

Limited to VLA-4 inh and AGP1-GFP MLPCN, for some of the entries so far:
Compound	VLA-4 inh	AGP1-GFP MLPCN
CN(Cc1ccccc1)C(=S)NC(=O)c1ccc(-c2ccccc2)cc1	5.8	108.2
O=C(Nc1cccnc1)c1cn(-c2ccccc2)nc1-c1cccs1	0.2	96.2

(list continues)
SMILES	CIT2-GFP yeast	CR mimetic SO	VLA-4 inh	RPL19A TOR yeast	GRK2 aptamer HTS	AGP1-GFP MLPCN	LAP4 TOR yeast	MEP2-GFP yeast
CCOC(=O)C1(CCOC)CCN(C(=O)c2ccc(CSC)o2)CC1	103.2	91.3	-16.2	102.4	4.0	97.0	95.2	96.8
COc1ccccc1-n1cnnc1SCC(=O)c1cc(C)n(Cc2cccs2)c1C	109.2	104.1	-17.7	99.7	0.0	103.3	95.2	92.3
CCSc1nnc(NC(=O)COc2ccccc2[N+](=O)[O-])s1	81.7	112.4	8.1	90.8	0.0	90.9	99.3	93.5
N/C(=N\OC(=O)COc1ccc2ccccc2c1Br)c1ccncc1	80.3	96.3	-0.9	84.7	3.0	80.9	94.8	83.2
COCCCNc1ncnc2c1nc1n2CCCC1	101.0	100.3	2.5	107.6	2.0	98.8	90.5	111.2
Cc1cc(N/N=C/c2ccc(Cl)cc2)nc(NCc2ccccc2)n1	100.5	100.4	-10.6	104.0	nt	97.7	102.2	100.3
CCN(CC)S(=O)(=O)c1ccc(C(=O)NCc2ccc3c(c2)cc(C)n3C)cc1	122.5	117.7	0.0	105.7	0.0	109.8	107.4	103.4
Cc1cc(Br)c(S(=O)(=O)NCCN2CCOCC2)cc1C	100.3	86.1	-2.9	98.5	1.0	103.0	91.4	103.4
Oc1ccc(C[C@@H]2CNCCN2CCC23CC4CC(CC(C4)C2)C3)cc1	82.0	104.4	17.0	99.0	0.0	82.1	104.5	94.9
COc1ccc(C(=O)N=c2sc3c(C)ccc(OC)c3n2C)cc1OC	102.9	119.5	-5.4	96.6	1.0	101.6	111.6	100.6
CCOc1ccc(N2C(=O)c3cccnc3C2Nc2ccc(F)cc2)cc1 (stereo unspecified)	93.7	98.5	-6.8	94.4	0.0	95.7	100.9	98.3
COc1ccc(NS(=O)(=O)c2cccc(C(=O)NCC3CCCO3)c2)cc1 (stereo unspecified)	105.2	104.2	0.3	101.8	0.0	109.8	108.8	106.3
CCCCC(NC(C)=O)c1nc2ccccc2n1CCCC (stereo unspecified)	79.8	92.6	-3.3	93.0	2.0	97.1	102.2	97.4
CCN(C[C@H]1N[C@@](Cc2ccccc2)(C(=O)OC)[C@H]2C(=O)N(C)C(=O)[C@@H]12)C(=O)COc1ccccc1	95.7	132.8	21.3	102.7	3.0	107.7	107.5	102.1
O=C1C2CC=CCC2C(=O)N1c1ccc(NCCc2ccc(Cl)cc2)c([N+](=O)[O-])c1 (stereo unspecified)	97.1	100.2	0.4	101.3	0.0	102.5	106.6	103.4
COC(=O)c1cc(NC(=O)N2c3ccccc3Sc3ccccc32)cc(C(=O)OC)c1	96.7	110.8	-5.1	94.4	1.0	98.2	94.2	95.7
CCCC(=O)N=C1SC2CS(=O)(=O)CC2N1c1ccc(C(C)=O)cc1 (stereo unspecified)	103.3	96.9	7.4	101.0	0.0	102.8	101.2	101.6
COc1ccccc1N1CCN(C(=O)c2ccc(Cl)c(S(=O)(=O)N3CCOCC3)c2)CC1	95.2[may fluoresce green]	93.5	-12.6	99.0[may fluoresce green]	3.0	98.1[may fluoresce green]	98.4[may fluoresce green]	97.5[may fluoresce green]
O=C(CCN1C(=O)c2ccccc2C1=O)Nc1ccc2c(c1)OCCO2	101.0	108.1	0.5	100.5	0.0	112.3	101.3	106.3
Cc1cccc(NC(=O)CSc2nc(=O)n(CCN3CCOCC3)c3c2CCCC3)c1C	96.5	106.5	8.1	100.0	0.0	110.1	123.4	103.4
Cc1ccc(SC(C)C(=O)NCc2cccnc2)cc1 (stereo unspecified)	109.6	95.5	11.4	107.3	0.0	109.9	111.1	111.3
CC(C)=CCN1CCN(Cc2nc(-c3ccc(F)cc3)cs2)CC1CCO (stereo unspecified)	101.6	107.1	nt	98.0	0.0	103.1	105.6	106.0
COC(c1ccccc1)c1nnc(CCC(=O)N(C)CCc2ccccc2)o1 (stereo unspecified)	101.8	107.8	10.3	102.8	2.0	100.9	95.1	104.0
CSc1nc(N2CCOCC2)c2sccc2n1	100.0	104.9	14.2	102.4	3.0	104.8	102.7	103.8
Cc1c(C2CC(=O)N(c3ccccc3)C2=O)[nH]n(-c2ccccc2)c1=O (stereo unspecified)	106.4	106.5	-1.1	99.1	1.0	98.0	101.8	101.3

Further structures follow:
SMILES	CIT2-GFP yeast	CR mimetic SO	VLA-4 inh	RPL19A TOR yeast	GRK2 aptamer HTS	AGP1-GFP MLPCN	LAP4 TOR yeast	MEP2-GFP yeast
Clc1ccccc1Cn1c(/C=C/c2ccco2)nc2ccccc21	89.0	90.8	i	87.9	2.0	91.0	107.7	87.6
CC(C)(O)C#Cc1ccc(CN2CCN(C3CCCCC3)C(CCO)C2)cc1 (stereo unspecified)	100.7	84.4	-0.8	100.8	0.0	106.8	100.2	102.0
O=C(O)c1ccc2ncc(NC(=O)c3ccc(F)cc3)c(=O)n2c1	95.9	98.6	8.5	96.0	0.0	101.3	106.7	98.2
Nc1nncn1C(=O)c1cccs1	94.9	85.7	10.7	101.7	3.0	104.2	101.0	100.3
Cc1ccc(S(=O)(=O)NN=C2C3CC4CC(C3)CC2C4)cc1	95.2	105.0	10.0	95.6	3.0	103.0	100.9	100.0
CCN(CC)C(=O)Cn1cc(C(=O)C(=O)NCCc2ccc(S(N)(=O)=O)cc2)c2ccccc21	103.1	77.6	-3.9	106.0	2.0	108.9	109.3	106.0
Cn1cc(NC(=O)OCc2ccc(Cl)cc2)c(C(F)(F)F)n1	95.8	100.7	4.1	99.8	0.0	102.8	102.6	102.3
C=C1C(C(=O)Nc2ccc(OC)cc2)C1C(=O)Nc1ccc(OC)cc1 (stereo unspecified)	92.2	103.9	5.1	93.9	0.0	99.5	100.5	92.9
O=C(Cc1ccc([N+](=O)[O-])cc1)c1c(O)cc(O)cc1O	101.3	102.1	-1.1	99.4	7.0	95.9	99.2	103.2
CC(NC(=O)c1cccs1)c1nnc(SCc2ccc(Cl)cc2Cl)n1C (stereo unspecified)	88.3	94.9	9.9	98.5	0.0	88.0	82.7	93.5
COc1ccc(C(=O)N2CCN(c3ccc([N+](=O)[O-])c(NCCc4ccc(OC)c(OC)c4)c3)CC2)cc1	86.7	91.9	-2.5	94.5	0.0	81.8	93.1	96.6
NC(=O)C1CCN(c2ccc(S(=O)(=O)N3CCCCC3)cc2[N+](=O)[O-])CC1	103.8	107.2	-10.7	99.1	2.0	101.6	93.4	100.1
Cc1ccc(C)c(N(CC(=O)NN=C2CCN(C)CC2)S(=O)(=O)c2ccccc2)c1	96.2	110.0	3.6	106.6	0.0	69.5	77.2	87.4
COc1ccccc1Nc1nc(N)nc(CSC(=S)N2CCCCC2)n1	99.3	92.8	-1.2	96.8	1.0	103.5	105.2	96.9
CC1(C)C(C=C(Cl)Cl)C1C(=O)OCc1cccc(Oc2ccccc2)c1 (stereo unspecified)	90.7	96.2	9.4	101.7	2.0	96.7	100.7	98.6
COc1cc(/C=C(\C#N)c2nc3ccccc3[nH]2)c([N+](=O)[O-])cc1OCc1ccccc1	93.4	106.9	-4.0	97.4	0.0	88.2	102.7	94.8

Fetched by structure from the entries so far, 3 records:
SMILES	CIT2-GFP yeast	CR mimetic SO	VLA-4 inh	RPL19A TOR yeast	GRK2 aptamer HTS	AGP1-GFP MLPCN	LAP4 TOR yeast	MEP2-GFP yeast
Cc1ccc(S(=O)(=O)NN=C2C3CC4CC(C3)CC2C4)cc1	95.2	105.0	10.0	95.6	3.0	103.0	100.9	100.0
COc1ccc(C(=O)N2CCN(c3ccc([N+](=O)[O-])c(NCCc4ccc(OC)c(OC)c4)c3)CC2)cc1	86.7	91.9	-2.5	94.5	0.0	81.8	93.1	96.6
Cn1cc(NC(=O)OCc2ccc(Cl)cc2)c(C(F)(F)F)n1	95.8	100.7	4.1	99.8	0.0	102.8	102.6	102.3
